# ALOX12 inh: Primary qHTS assay for inhibitors of human arachidonate 12S-lipoxygenase (ALOX12): Round 2; Polyunsaturated fatty acid lipoxygenase ALOX12 (Homo sapiens), P18054; actives 1.1% (n = 580,000); AID 1671190, 2021; purified 12hLO, xylenol orange hydroperoxide absorbance; Potency, µM (titrated, usually from 108 µM), without a hit: top-dose activity change, negative = inhibition, hits mostly inhibitors; note: potency is the fitted concentration of half-maximal effect; % is set by controls: 0 for no effect and ±100 for the full control effect
#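 Hydroperoxide product was detected by ferrous iron/xylenol orange as the 573 to 405 nm absorbance ratio. Arachidonic acid at 40 uM (final) was turned over for 30 min at room temperature by 150 nM human 12hLO, pH 7.0 Hepes buffer, after 15 min compound preincubation.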
# D2 ag: HTS Assay for Allosteric Agonists of the Human D2 Dopamine Receptor: Primary Screen for Agonists | D(2) dopamine receptor (Homo sapiens), P14416 | HEK293 T-REx D2 cells, calcium flux agonist mode | activation, % at 2 µM | actives 0.53% (n = 340,000);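 active = activation over 3 SD above normal in the single-dose calcium agonist read, cut at about 30% in these data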; note: 0% is about no effect
#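 Tetracycline-induced HEK293 Trex cells with D2 receptor force-coupled to calcium signaling, plated overnight at 30 C and loaded with no-wash calcium dye. Calcium flux read kinetically for 180 s after compound addition; responses flag agonists.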
# ERG-DNA inh: qHTS for Small Molecule Inhibitors of the ERG Ets/DNA interaction; Transcriptional regulator ERG (Homo sapiens), P11308; actives 0.028% (n = 370,000); Potency, µM (highest dose often 76.9 µM), inactives show at the highest dose FP activity, negative = inhibition, actives largely listed as inhibitors; fluorescence polarization, His-ERG Ets domain / labelled DNA; active = well fitted inhibition curve with a large enough effect in the polarisation, with a control signal flat; inconclusive = small, poorly fitted or top-dose-only effect, or effect the other way, or a change in a side signal; inactive = no such curve, though single readings can be large or run the other way; the % refers to the polarisation;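 note: polarization taken with two DNA probes labelled with fluorescein and Texas red; potency is the fitted concentration of half-maximal effect; % of control where 0% means no effect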
# Target sequence (P11308 whole entry, looked up, the tested form may be a part): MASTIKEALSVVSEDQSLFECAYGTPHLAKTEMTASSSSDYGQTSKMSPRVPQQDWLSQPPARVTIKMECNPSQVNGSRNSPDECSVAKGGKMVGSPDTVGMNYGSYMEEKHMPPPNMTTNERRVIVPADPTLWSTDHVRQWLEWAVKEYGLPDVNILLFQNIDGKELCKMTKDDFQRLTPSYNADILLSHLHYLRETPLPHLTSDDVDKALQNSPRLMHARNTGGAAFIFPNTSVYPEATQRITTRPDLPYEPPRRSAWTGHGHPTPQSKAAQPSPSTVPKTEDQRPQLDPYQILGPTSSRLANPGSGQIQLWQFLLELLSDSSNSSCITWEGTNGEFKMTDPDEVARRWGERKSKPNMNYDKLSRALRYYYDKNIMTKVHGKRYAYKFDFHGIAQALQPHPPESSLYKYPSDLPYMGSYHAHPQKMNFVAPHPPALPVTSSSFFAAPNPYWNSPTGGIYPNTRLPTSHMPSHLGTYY
#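 His-tagged ERG Ets domain (1 uM in the protein solution; 300mM KCl, 50mM Tris-HCl, 1mM EDTA, 1mM DTT, pH 7.5) received compound, then a probe mix of 5 nM fluorescein-DNA and 100nM Texas-615-DNA. Fluorescence polarization was read for both dyes.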
# Vif-A3G inh: qHTS for Inhibitors of Vif-A3G Interactions: qHTS; HeLa A3G-eYFP + Vif (tagged APOBEC3G with the HIV-1 protein that degrades it), YFP fluorescence, overnight; Potency, µM (top dose mostly 46.1 µM), for inactives: at the highest dose activity, negative = active, actives largely listed as inhibitors; actives 0.076% (n = 410,000);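 note: potency is the fitted concentration of half-maximal effect; % is set by controls: 0 for no effect and ±100 for the full control effect; nearly all actives have a fitted effect of over 60% in size; hits raise eYFP signal because A3G escapes Vif-driven loss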
#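 Read-out is eYFP fluorescence (Ex 488/Em 500-530) from Vif-expressing HeLa A3G-eYFP cells; more signal means A3G escaped Vif-mediated degradation. Cells plated overnight, compound pinned in, incubated overnight at 37 deg C.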
# LDHA inh: qHTS assay for inhibitors of human lactate dehydrogenase; actives 0.15% (n = 480,000); purified LDHA, NADH/diaphorase-resazurin fluorescence; stronger effect = lower value; AID 1347041, 2019; activity change, % (values are at about 110 or 230 µM); in the data active = activity change below about -30%; inconclusive = mostly about -25% to -30%;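 note: plate controls were DMSO wells for no effect and wells without enzyme for full effect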
#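 Remaining NADH was detected by diaphorase (0.133 mg/mL) converting 37 µM resazurin to fluorescent resorufin, read at 0 and 20 minutes. The preceding 5-minute room-temperature reaction used 2 nM LDHA, 0.2 mM sodium pyruvate and 0.06 mM NADH at pH 7.4.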
# RGS4 inhibitor: Inhibitors of Regulator of G Protein Signaling (RGS) 4: qHTS | actives 0.039% (n = 390,000) | Transcreener GDP fluorescence polarization, RGS4-accelerated GTP hydrolysis | AID 504845, 2011 | Potency, µM (doses to about 114 µM), without a hit: top-dose activity change, negative = inhibition, most hits filed as inhibitors; note: potency is the fitted concentration of half-maximal effect; % is set by controls: 0 for no effect and ±100 for the full control effect; nearly all actives have a fitted effect of over 75% in size; some results filed as inactive show a strong effect at the top dose
# Target sequence (P49798 whole entry, looked up): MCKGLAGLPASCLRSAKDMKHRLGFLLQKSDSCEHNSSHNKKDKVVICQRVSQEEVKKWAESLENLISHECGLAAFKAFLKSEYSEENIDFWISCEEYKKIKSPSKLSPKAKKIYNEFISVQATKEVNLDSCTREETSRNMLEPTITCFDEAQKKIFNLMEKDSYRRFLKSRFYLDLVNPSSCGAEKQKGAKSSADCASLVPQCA
#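 MLSMR compounds (23 nl, pin-transferred) preincubated 10 min at room temperature with a 500nM (2x) first reagent, then RGS4 at 900nM (2x) plus Transcreener GDP mix added; fluorescence polarization (620/688 nm) read before and after 90 min at 30 °C.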
# Vif-A3F inh: qHTS for Inhibitors of Vif-A3F Interactions: qHTS; HeLa A3F-eYFP + Vif (tagged APOBEC3F with the HIV-1 protein that degrades it), YFP fluorescence increase; Potency, µM (highest dose often 46.1 µM), inactives show at the top dose activity, negative = active; actives 0.2% (n = 390,000); note: potency is the fitted concentration of half-maximal effect; % of control where 0% means no effect; nearly all actives have a fitted effect of over 65% in size
#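 HeLa cells stably expressing A3F-eYFP plus Vif, plated and incubated overnight at 37 deg C, then exposed to compounds overnight at 37 deg C. Blocked degradation read as raised yellow fluorescence (Ex 488/Em 500-530).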
# D2 antag: HTS Assay for Allosteric Antagonists of the Human D2 Dopamine Receptor: Primary Screen for Antagonists. D(2) dopamine receptor (Homo sapiens), P14416. HEK293 TREx D2 cells, calcium flux, dopamine EC80. inhibition, % at 10 µM. actives 2% (n = 340,000). AID 485344, 2010; in the data active = inhibition above about 30%; note: 0% is about no effect
#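 Dopamine at EC80 is the agonist stimulus; test compounds precede it by 180 s. Calcium flux read kinetically in a force-coupled, inducible HEK293 T-REx D2 cell line.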
# GRP78 ERSR act: qHTS for Inducers of the Endoplasmic Reticulum Stress Response (ERSR) in Human Glioma: qHTS. U87-MG GRP78 promoter luciferase reporter, 16 h. Potency, µM, for the others: at the top dose activation, hits mostly activators. actives 0.02% (n = 420,000); note: potency is the fitted concentration of half-maximal effect; series mostly up to about 76 µM; % of control where 0% means no effect; nearly all actives have a fitted effect of over 35% in size
#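 ERSR induction read as luciferase luminescence (Bright-Glo, 10 min at room temperature) in stably transfected human U87-MG glioma cells exposed to compounds for 16 h, using GRP78 as sensor.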
# An asterisk follows results filed as active; u = inconclusive; x = not tested or not shown; & = joins results of further samples; [ ] = remark or other dose. Unless noted, calls come from the whole dose curve; as a rule, active = well fitted curve in the direction sought with a large enough effect; inconclusive = small, poorly fitted or top-dose-only effect, or another doubt; inactive = no such curve, though single readings can be large; an effect the other way counts as inactive or inconclusive. Not all compounds are listed; count on the stated rates, not on these rows.
# Values run as follows: ALOX12 inh, D2 ag, ERG-DNA inh, Vif-A3G inh, LDHA inh, RGS4 inhibitor, Vif-A3F inh, D2 antag, GRP78 ERSR act
- CC(=O)N1CCc2cc(S(=O)(=O)CCC(=O)Nc3c(C)n(C)n(-c4ccccc4)c3=O)ccc21
  0%, x, 3%, -5%, -8, -32%, 2%, x, -4%
- CO/N=C/C(=N\Nc1ccccc1)C(=O)c1ccccc1
  -7%, -0.1, 7%, -8%, 6, u, 5%, 4, 2%
- COc1ccc(S(=O)(=O)NCc2ccccn2)c(C)c1C
  -11%, 0.5, -13%, 0%, 0, 4%, 11%, 28, 0%
- O=C(Nc1ccccc1)N1CCCC1
  25%, x, 0%, 0%, -3, -9%, 0%, x, 1%
- COc1ccc(N2CC(C(=O)N3CCC4(CC3)CC(=O)c3ccccc3O4)CC2=O)cc1 (centres undefined)
  -8%, x, -9%, 2%, -2, 1%, 6%, x, -2%
- O=C(NNC(=O)C1CCN(c2ncccn2)CC1)c1ccc(Cl)cc1
  450%[activator], -0.4, -5%, 0%, -18, 16%[56.9 µM], 7%, 1, -4%
- CCCc1nn2c(=O)cc(COc3ccc(NC(=O)c4ccco4)cc3)nc2s1
  -4%, -0.2, -2%, 1%, 2, -49%[56.9 µM], 0%, -3, -6%
- Cc1cccc(NC(=O)CSCC(=O)Nc2ccc(N3CCOCC3)cc2N2CCOCC2)c1
  389%[activator], x, -4%, -2%, 11, 0%, -3%, x, -2%
- O=c1[nH]c2ccccc2c(=O)n1Cc1ccccc1
  -25%, 0.3, 9%, 0%, 5, -22%, x, -1, 3%
- COc1ccccc1C1NC(=O)CCC1[N+](=O)[O-] (centres undefined)
  0%, 1.1, u, -1%, -8, -1%, 12%, 12, -2%
- COCCCNC(=O)c1cc2c(-c3ccc(Cl)cc3)nn(C)c2s1
  11%, -1.7, 2%, 0%, 3, 0%, 1%, 0, 0%
- Cc1nc(N2CCN(c3ccccn3)CC2)c2c(C)c(C(=O)Nc3ccc(F)cc3Cl)sc2n1
  1%, -0.6, 3%, 1%, -2, -1%, -6%, -16, -1%
- CCOc1ccc(C(=O)NCCc2csc(-c3ccc(C(F)(F)F)cc3)n2)cc1OCC
  -1%, 1.7, 3%, 3%, -9, 26%, 3%, x, -4%
- Cc1nn(CC(=O)N(C)Cc2ccccc2)c(=O)c2cccn12
  3%, x, 9%, 0%, -3, -7%, u, x, 1%
- CS(=O)(=O)N(Cc1cc2ccccc2[nH]c1=O)C1CCCCC1
  -24%&-1%, 0.0, -13%, 3%, -14&2, 43%, -13%, -6, -1%
- COc1ccc(/C=N/NC(=O)C(C)Sc2ccccn2)cc1[N+](=O)[O-] (centres undefined)
  -25%, -0.5, -13%, -3%, -7, 0%, 18%, -5, -4%
- COc1cccc(CNC(=S)Nc2cccc(Cl)c2C)c1
  u, 0.4, -3%, 0%, -4, 2%, -25%, 4, -8%
- COCCN(CCOC)c1nc(-c2ccc(C)cc2)nc2ccccc12
  12%, 1.7, -20%, -4%, 1, 5%, -9%, -5, 1%
- COc1ccc(NC(=O)c2nc(-n3nc(C)cc3C)ccc2Cl)cc1Cl
  -20%, 0.9, -1%, 2%, -6, -18%, -1%, -6, -3%
- CCOc1ccccc1/C=N/NC(=O)C[n+]1ccccc1
  188%[activator], -0.6, -13%, 1%, -3, -8%, -8%, 33*, -1%
- CCCCNC(=O)c1ccc(NC(=O)CC2SC(N3CCCC3)=NC2=O)cc1 (centres undefined)
  -1%, -0.4, 9%, 4%, -11, -1%, 8%, -16, -4%
- COCCNC(=O)C1(S(=O)(=O)c2ccccc2)CC=CC1
  1%, 0.2, -3%, -6%, -9, 22%, 7%, 6, -1%
- CCOc1ccc(C(=O)NCCSc2c(C)[nH]c3ccccc23)cc1OCC
  -8%, -2.5, -29%, 4%, 1, -8%, 5%, x, -3%
- O=C(COC(=O)c1ccc(F)cc1F)Nc1cccc(S(=O)(=O)N2CCOCC2)c1
  2%, 0.2, 17%, -1%, -3, -5%, -6%, 14, -6%
- O=C(CN1C(=O)NC2(CCc3ccccc3C2)C1=O)NCc1ccco1 (centres undefined)
  2%, 0.4, -3%, 0%, -4, -5%, 4%, 12, -2%
- CCOc1ccc(CNC(=O)CCC(=O)N2CC(C)Sc3ccccc32)cc1 (centres undefined)
  -21%, -0.1, -1%, 7%, 2, 2%, 12%, x, -2%
- O=C(NCc1ccco1)C1CCN(C(=O)c2cc3sccc3n2Cc2ccc(F)cc2)CC1
  7%, -2.2, x, 1%, 0, -7%, 2%, -2, -1%
- CC(C)CCNC(=O)CCSCCC(=O)NCCC(C)C
  -7%, 0.1, -6%, -1%, -6, 0%, -13%, -17, -2%
- Cc1ccc(C)c(NC(=O)c2cc3c([nH]c4ccccc43)c(C)n2)c1
  0%, 0.4, -2%, -1%, -8, 6%, 4%, -5, -3%
- CCCc1cc2c(=O)c(-c3ccc4c(c3)OCCO4)coc2cc1OS(C)(=O)=O
  -11%, -0.8, -5%, -1%, 1, -5%, 5%, 1, 1%
- O=C(CC12CC3CC(CC(C3)C1)C2)Nc1ccc2c(c1)COC2=O
  0%, 0.0, -3%, 5%, -4, 25%, 1%, -1, 1%
- COc1ccccc1NC(=O)c1sc2nc(C)cc(C)c2c1N
  u, x, -1%, -1%, -2, -26%, 11%, x, 0%
- COc1ccc(C(=O)N2CCC(n3nccc3NC(=O)C3CC3)CC2)c(OC)c1OC
  -2%, -0.1, -3%, -8%, -2, 16%[56.9 µM], 4%, 4, 5%
- COc1cccc(OCc2nnc(SCC(=O)OC3CCCCC3)n2C)c1
  -3%, -1.2, -1%, -5%, -3, -8%, -3%, 11, 4%
- CCC1=C(OC(=O)N(CC)CC)N2C(=O)OC(=NCC3CC3)[C@]2(C)[C@H]2C1=CC[C@H]1C(=O)N(CC)C(=O)[C@H]12
  8%, 0.3, 2%, 1%, -9, 0%, 3%, 8, -2%
- Cn1c(=O)cc(SCC(=O)N2CCN(c3ccccc3F)CC2)c2ccc(Cl)cc21
  -20%, 0.4, 4%, 2%, 0, -5%, 0%, x, 1%
- CCOc1ccccc1NC(=O)NC1CC2CCCC(C1)N2Cc1nnnn1CCc1ccccc1 (centres undefined)
  0%, 0.5, -2%, 0%, -9, -16%, -8%, -4, -2%
- Cn1c(=O)c2cc(NC(=O)Nc3cccnc3)ccc2n1Cc1ccc(Cl)cc1
  u, x, x, -8%, 5, x, x, x, -1%
- COc1cc2c(cc1OC)C(C)N(C(=O)c1ccc(C)o1)CC2 (centres undefined)
  0%, -0.7, 0%, -26%, -3, -11%, 3%, -23, -2%
